ERG Ets-DNA blk: inhibitors of human ERG Ets domain-DNA interaction. P11308. fluorescence polarization, His-ERG Ets domain / labelled DNA. Potency, µM (series often up to 76.9 µM), for the others: at the top dose FP activity, negative = inhibition, most hits filed as inhibitors. hit rate 0.028% among 370,000; active = well fitted inhibition curve with a large enough effect in the polarisation, with a control signal flat; inconclusive = small, poorly fitted or top-dose-only effect, or effect the other way, or a change in a side signal; inactive = no such curve, though single readings can be large or run the other way; the % refers to the polarisation;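 note: polarization taken with two DNA probes labelled with fluorescein and Texas red; potency is the fitted concentration of half-maximal effect; % of control where 0% means no effect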
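His-tagged ERG Ets domain (1 uM in the protein solution; 300mM KCl, 50mM Tris-HCl, 1mM EDTA, 1mM DTT, pH 7.5) received compound, then a probe mix of 5 nM fluorescein-DNA and 100nM Texas-615-DNA. Fluorescence polarization was read for both dyes.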
GLS inh: glutaminase GLS (human) inhibition | O94925 | AID 624170 | Potency, µM (top dose mostly 45.5 µM), inactives show at the top dose activity change, negative = inhibition, hits mostly inhibitors | GLS enzymatic activity, qHTS titration | hit rate 0.21% among 410,000; note: potency is the fitted concentration of half-maximal effect; % is set by controls: 0 for no effect and ±100 for the full control effect
Target sequence (O94925 whole entry, looked up): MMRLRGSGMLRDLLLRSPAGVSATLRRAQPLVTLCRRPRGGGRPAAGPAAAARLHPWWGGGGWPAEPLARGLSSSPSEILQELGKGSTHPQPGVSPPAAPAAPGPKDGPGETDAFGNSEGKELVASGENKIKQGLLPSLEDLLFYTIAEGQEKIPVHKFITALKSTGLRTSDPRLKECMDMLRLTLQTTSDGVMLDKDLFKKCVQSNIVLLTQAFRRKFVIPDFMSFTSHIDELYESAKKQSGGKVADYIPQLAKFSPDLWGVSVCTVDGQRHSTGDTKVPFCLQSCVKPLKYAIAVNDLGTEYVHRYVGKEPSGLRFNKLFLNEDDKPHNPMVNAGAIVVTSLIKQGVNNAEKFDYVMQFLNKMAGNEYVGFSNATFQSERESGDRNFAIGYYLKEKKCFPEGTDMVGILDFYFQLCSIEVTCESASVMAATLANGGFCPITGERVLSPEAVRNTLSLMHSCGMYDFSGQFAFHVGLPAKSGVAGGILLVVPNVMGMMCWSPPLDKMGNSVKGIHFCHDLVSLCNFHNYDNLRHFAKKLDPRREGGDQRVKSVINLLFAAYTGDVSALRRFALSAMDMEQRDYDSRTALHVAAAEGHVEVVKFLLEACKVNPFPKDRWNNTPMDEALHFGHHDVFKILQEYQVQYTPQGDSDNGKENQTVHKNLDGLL
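hKGA; 45 mM KH2PO4 pH 8.2 + 0.02% Tween-20; cpd via pin tool; 1 mM Gln soln; GluOx/HRP/Amplex Red; RT 30 min; fluor. t0 & final.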
JMJD2A Tudor inh: JMJD2A Tudor domain (human) inhibition; AlphaScreen JMJD2A-Tudor / H3K4me3 peptide binding; AID 504339; Potency, µM (titrated, usually from 114 µM), without a hit: at the highest dose activity change, negative = inhibition, usual class: inhibitors; hit rate 4.4% among 390,000; note: potency is the fitted concentration of half-maximal effect; % is set by controls: 0 for no effect and ±100 for the full control effect; nearly all actives have a fitted effect of over 50% in size
BAZ2B block: inhibitors of human BAZ2B bromodomain; Q9UIF8; AlphaScreen BAZ2B-H3K14Ac peptide displacement; Potency, µM (doses to about 114 µM), for inactives: at the top dose activity change, negative = inhibition, usual class: inhibitors; hit rate 4.4% among 360,000; AID 504333; note: potency is the fitted concentration of half-maximal effect; % is set by controls: 0 for no effect and ±100 for the full control effect; nearly all actives have a fitted effect of over 60% in size
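In this displacement format the biotinylated H3(5-23) peptide acetylated at Lys14 serves as ligand at 50 nM, with BAZ2B at 50 nM in PBS pH 7.4 containing 0.01% Tween-20. Donor and acceptor beads are 10 ug/mL final.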
HP1b binding inh: blocks HP1-beta chromodomain binding to methylated histone tails; P83916; AlphaScreen HP1-beta / biotin-H3K9me3 peptide binding; Potency, µM (top dose mostly 114 µM), without a hit: at the highest dose activity change, negative = inhibition, hits mostly inhibitors; hit rate 0.56% among 390,000; AID 540317; note: potency is the fitted concentration of half-maximal effect; nearly all actives have a fitted effect of over 70% in size; inactives centre near 23
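Compound inhibition of the preformed complex between 50 nM HP1-beta and 50 nM biotinylated H3K9me3 peptide was read by AlphaScreen. Buffer was PBS pH 7.4 with 0.01% Tween-20. Incubations ran 30 min at room temperature, with 10 ug/mL donor/acceptor beads.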
Tb PGK inh: inhibitors of T. brucei phosphoglycerate kinase; AID 602233; hit rate 0.043% among 380,000; PGK/GAPDH coupled, Kinase-Glo luminescence, 60 min; P07378; Potency, µM (highest dose often 57.5 µM), inactives show at the highest dose activity change, negative = inhibition, actives largely listed as inhibitors; note: potency is the fitted concentration of half-maximal effect; % is set by controls: 0 for no effect and ±100 for the full control effect; nearly all actives have a fitted effect of over 60% in size
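Recombinant glycosomal PGK reaction used 1,3-bisphosphoglycerate generated in-well by GAPDH (100nM final) in 100mM TEA pH 7.6, 5mM MgCl2, 0.01% Tween-20. After 60 minutes at room temperature, ATP was read by Kinase-Glo Plus luminescence end-point.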
PI4K2A block: inhibitors of human PI4K2A; purified PI4K2A, ADP-Glo luminescence, 1 h; hits give low values; hit rate 0.13% among 420,000; Q9BTU6; activity change, negative = inhibition, % at 76.9 µM; in the data active = activity change below about -50%; inconclusive = mostly about -30% to -49%;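 note: -100% = wells without enzyme as full effect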
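ADP-Glo luminescence measured ADP generated by PI4K2A enzyme (4 ug/mL before mixing) with 1.2 mM PI substrate (pre-mix) and 300 microM ATP (pre-mix). Tris pH7.5 buffer with MgCl2, Triton X-100; 1 h reaction at ambient temperature.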
Pin1 inh: human Pin1 inhibition | Q13526 | Pin1 FP peptide displacement, HiFluor488, 10 min | Potency, µM (series often up to 115 µM), for inactives: at the highest dose activity, negative = inhibition, actives largely listed as inhibitors | hit rate 0.009% among 390,000; active = well fitted inhibition curve with a large enough effect in the polarisation, with a control signal flat, not every such curve was filed as active; inconclusive = small, poorly fitted or top-dose-only effect, or effect the other way, or a change in a side signal; inactive = no such curve, though single readings can be large or run the other way; the % refers to the polarisation; note: potency is the fitted concentration of half-maximal effect; % is set by controls: 0 for no effect and ±100 for the full control effect
Target sequence (Q13526 whole entry, looked up): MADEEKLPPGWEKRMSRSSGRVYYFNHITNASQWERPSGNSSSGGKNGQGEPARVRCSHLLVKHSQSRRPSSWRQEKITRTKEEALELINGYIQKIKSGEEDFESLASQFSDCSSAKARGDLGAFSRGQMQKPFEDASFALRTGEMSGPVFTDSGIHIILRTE
G9a inh: blocks human histone lysine methyltransferase G9a | G9a H3K9 monomethylation, AlphaScreen, 2 h | Potency, µM (highest dose often 102 µM), inactives show at the top dose activity, negative = inhibition, hits mostly inhibitors | hit rate 8.8% among 350,000; note: potency is the fitted concentration of half-maximal effect; % is set by controls: 0 for no effect and ±100 for the full control effect; nearly all actives have a fitted effect of over 75% in size
Target sequence (Q96KQ7 913-1193 limits assumed): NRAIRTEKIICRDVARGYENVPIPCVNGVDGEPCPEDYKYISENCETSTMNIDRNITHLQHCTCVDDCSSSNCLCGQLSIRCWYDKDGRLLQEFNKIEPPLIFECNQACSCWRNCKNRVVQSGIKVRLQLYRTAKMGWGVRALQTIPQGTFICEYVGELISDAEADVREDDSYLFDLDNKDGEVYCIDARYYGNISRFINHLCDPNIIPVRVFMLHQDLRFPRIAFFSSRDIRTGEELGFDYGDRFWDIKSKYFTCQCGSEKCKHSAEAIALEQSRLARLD
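Quantitative HTS format: methyltransferase activity on a biotin-tagged H3K9 peptide is measured by AlphaScreen, using a rabbit anti-monomethyl-H3K9 antibody with streptavidin donor and anti-IgG acceptor beads. Final levels are 20 nM enzyme, 500 nM peptide, 20 uM SAM; 2 h RT.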
* marks the source's active call; other numbers are inactive results; i = inactive; ? = inconclusive; . = not tested or not shown; [ ] = dose if it differs, or a comment. Unless noted, calls come from the whole dose curve; as a rule, active = well fitted curve in the direction sought with a large enough effect; inconclusive = small, poorly fitted or top-dose-only effect, or another doubt; inactive = no such curve, though single readings can be large; an effect the other way counts as inactive or inconclusive.

SMILES	ERG Ets-DNA blk	GLS inh	JMJD2A Tudor inh	BAZ2B block	HP1b binding inh	Tb PGK inh	PI4K2A block	Pin1 inh	G9a inh
COc1ccc(NC(=S)NCc2ccco2)cc1	-9%	19%	-10%	-31%	24%	-3%	3	-4%	.
Cc1ccc(NC(=O)Cn2c(=O)n(Cc3nc(C)no3)c(=O)c3ccccc32)c(Cl)c1	-3%	-14%	-16%	-7%	-3%	0%	1	-1%	-8%[59 µM]
Cc1ccn2c(=O)nc(SCC(=O)NCc3ccccc3)nc2c1	0%	-8%	-28%	?	13%	-11%	-11	7%	-31%
CCCc1cc(=O)n2[nH]c(NCc3ccccc3OC)nc2n1	5%	0%	-2%	-9%	15%	4%	-4	2%	?
O=C(COc1ccc(NC(=O)c2ccccc2)cc1)c1ccccc1	-1%	0%	-4%	-1%	27%	5%	-18	-11%	.
O=C(COC(=O)CN1C(=O)c2ccccc2C1=O)Nc1ncc(Cl)cc1Cl	9%	2%	?	-8%	6%	0%	-1	-3%	-3%[59 µM]
O=C(CSc1ccccn1)N/N=C/c1cccc([N+](=O)[O-])c1	5%	0%	-16%	-2%	-2%	0%	5	-5%	-11%[59 µM]
O=c1cc2c(=O)oc3cc(O)c(O)oc3c2c(O)c1O	-19%	?	1.4µM*	1.8µM*	1.6µM*	?	3	.	.
O=S(=O)(Nc1cccc(-c2ccc(N3CCCC3)nn2)c1)c1ccc(F)cc1F	-5%	5%	-26%	-11%	7%	i	-3	2%	-9%[59 µM]
CC(C)=NNc1nc2sc3c(c2c(=O)[nH]1)CC(C)(C)OC3	-1%	?	-24%	7%	43%[activator]	4%	3	-5%	?
Cc1ccc(C)c(NC(=S)NCCc2ccc(S(N)(=O)=O)cc2)c1	9%	-8%	-9%	.	37%	-1%	14	-5%	.
O=C(CSc1nnc(CNC(=O)c2ccc(F)cc2)o1)NCc1ccc2c(c1)OCO2	20%	4%	-3%	-3%	28%	-3%	-22	-11%	?
Cc1ccc(/C=C/C(=O)N2CCCC(C)C2)cc1 (centres undefined)	0%	5%	6%	-31%	35%	-4%	2	3%	?
CC1CCN(CC(C)CNC(=O)c2cc(-c3ccccn3)nc3ccccc23)CC1 (centres undefined)	-2%	10%	-19%	-3%	28%	4%	3	2%	.
COc1ccccc1CNC(=O)C(=O)NCC1OCCN1C(=O)c1cccs1 (centres undefined)	-1%	12%	-7%	3%	37%	7%	0	-7%	4%
O=C1N/C(=N\c2ccccn2)SC1Cc1ccc(Cl)cc1 (centres undefined)	-10%	-12%	25µM*	-18%	1%	-10%	-2	2%	?
CC(C)(C)[C@@H]1C=C(C(=O)O)O[C@H](OCCCCO)C1	4%	1%	-8%	.	30%	5%	1	-3%	.
CCOc1ccc(NC(=O)Cn2c(=O)n(Cc3ccc4c(c3)OCO4)c(=O)c3ccc(C(=O)NC4CCCCC4)cc32)cc1	-3%	5%	-12%	.	19%	7%	0	8%	-6%[59 µM]
Cn1c(=O)c2c(nc(NCc3ccccc3)n2CC(N)=O)n(C)c1=O	-14%	-1%	-8%	-4%	23%	-3%	-5	5%	-11%[59 µM]
COc1ccc(/C(O)=C2/C(=O)C(=O)N(CCN(C)C)C2c2cccnc2)cc1C (centres undefined)	-1%	4%	-8%	2%	16%	-7%	-2	-6%	.
COc1ccccc1OCCC(=O)Nc1cccc(S(=O)(=O)N2CCOCC2)c1	-2%	-3%	-11%	3%	5%	-12%	0	1%	3%[59 µM]
CC1=NN(c2ccccc2)C(=O)/C1=C/C=C/c1ccc(N(C)C)cc1	14%	17%	2.5µM*	2µM*	2.5µM*	-1%	-18	5%	2µM*
CCNC(=O)CC1C(=O)N(c2ccc(F)cc2)C(=O)N1CCc1ccc(OC)cc1 (centres undefined)	9%	9%	-13%	1%	27%	3%	-2	-7%	.
CCN(CC(=O)NCc1ccc(F)cc1)CC(=O)Nc1ccccc1-c1ccccc1	0%	-2%	-7%	-26%	11%	-1%	-7	-8%	-1%[59 µM]
O=C(Cc1ccc(Cl)cc1)Nc1ccncc1	-5%	1%	-11%	-18%	21%	-5%	4	-6%	4%
C/C(=N\NC(=O)Cc1cccc2ccccc12)c1ccncc1	3%	2%	-17%	-2%	25%	4%	-5	0%	20%[59 µM]
CCOC(=O)c1nnn2c1nc(N1CCCCC1)c1ccccc12	14%	-4%	7%	-3%	33%	9%	0	9%	.
Cn1c(=O)[nH]c2c(c(C(=O)O)nn2C)c1=O	3%	2%	?	.	4%	6%	1	6%	.
Cc1cc(C)nc(SCc2nnc(SCC(=O)Nc3ccccc3C)n2Cc2ccco2)n1	-2%	6%	-16%	-8%	15%	-2%	-8	?	?
O=S1(=O)CC/C(=N/Nc2ccc(C(F)(F)F)cn2)c2cc(F)ccc21	6%	1%	1%	-1%	28%	2%	3	-6%	9%

Given in markdown: entries from further up.
| smiles | ERG Ets-DNA blk | GLS inh | JMJD2A Tudor inh | BAZ2B block | HP1b binding inh | Tb PGK inh | PI4K2A block | Pin1 inh | G9a inh |
| --- | --- | --- | --- | --- | --- | --- | --- | --- | --- |
| COc1ccccc1OCCC(=O)Nc1cccc(S(=O)(=O)N2CCOCC2)c1 | -2% | -3% | -11% | 3% | 5% | -12% | 0 | 1% | 3%[59 µM] |
| CC1=NN(c2ccccc2)C(=O)/C1=C/C=C/c1ccc(N(C)C)cc1 | 14% | 17% | 2.5µM* | 2µM* | 2.5µM* | -1% | -18 | 5% | 2µM* |

(next part)
SMILES	ERG Ets-DNA blk	GLS inh	JMJD2A Tudor inh	BAZ2B block	HP1b binding inh	Tb PGK inh	PI4K2A block	Pin1 inh	G9a inh
CC1CN(CCCCOc2ccc3ccccc3c2)CC(C)O1 (centres undefined)	4%	6%	1.4µM*	?	?	-6%	-8	-11%	2µM*
NC(=O)Nc1ccc(C(=O)OCC(=O)NC2CCCCC2)cc1	8%	-1%	1%	-6%	47%[activator]	8%	1	-2%	5%
CCOC(=O)CSc1nnc(-c2cccnc2)n1C	14%	-2%	-6%	?	51%[activator]	i	-3	1%	18%[0.501 µM]
CCOc1ccc(NC(=O)C2CCN(c3nnc(C)c4c(C)n(-c5ccccc5)nc34)CC2)cc1	2%	0%	-13%	-10%	23%	11%	2	-4%	-6%[59 µM]
COc1cc2c(cc1OC)CN(C(=O)C1(c3ccccc3)CC1)CC2	-3%	0%	-6%	-2%	31%	13%	-1	-10%	-1%[59 µM]
O=C(NCCc1csc(-c2ccc(Cl)cc2)n1)c1cccs1	1%	-7%	-7%	16%	11%[57 µM]	-3%	4	-9%	1%[59 µM]
CCNC(=O)/C(C#N)=C/c1c(N2CCN(Cc3ccc4c(c3)OCO4)CC2)nc2c(C)cccn2c1=O	5%	0%	3%	?	34%	i	-7	12%	-65%
COC(=O)c1ccc(NC(=O)Cn2nnc3ccccc32)cc1	-10%	1%	-18%	-4%	23%	-9%	8	6%	17%[12.7 µM]
O=S(=O)(NCCOc1cccc2cccnc12)c1ccc(F)cc1	.	-3%	-7%	-2%	31%	-2%[11.5 µM]	1	1%	?
FC(F)(F)c1ccc(CN2CCN(Cc3ccco3)CC2)cc1	-3%	-8%	-7%	-1%	19%	-1%	7	-4%	50µM*
Cc1ccc(NC(=O)CN2C(=O)S/C(=C\c3ccc(-c4cccc(C(=O)O)c4C)o3)C2=O)cc1C	21%	-11%	18µM*	16µM*	35µM*	?	-7	?	18µM*
Cc1cc(C(=O)NCC2CCCCC2)ccc1[N+](=O)[O-]	-16%	-5%	-5%	2%	10%	-2%	-2	4%	17%[59 µM]
CC(=O)c1c(C)[nH]c(C(=O)OCC(=O)NCCC2=CCCCC2)c1C	5%	-1%	-12%	-2%	7%	0%	-4	-2%	-8%
COc1ccc(C2=NN(C(=O)c3ccncc3)C(c3ccccc3O)C2)cc1 (centres undefined)	-1%	8%	-24%	-28%	-5%	1%	-4	66%[activator]	?

In the list so far, these have an aryl methoxy group:
SMILES	ERG Ets-DNA blk	GLS inh	JMJD2A Tudor inh	BAZ2B block	HP1b binding inh	Tb PGK inh	PI4K2A block	Pin1 inh	G9a inh
COc1ccc(NC(=S)NCc2ccco2)cc1	-9%	19%	-10%	-31%	24%	-3%	3	-4%	.
CCCc1cc(=O)n2[nH]c(NCc3ccccc3OC)nc2n1	5%	0%	-2%	-9%	15%	4%	-4	2%	?
COc1ccccc1CNC(=O)C(=O)NCC1OCCN1C(=O)c1cccs1 (centres undefined)	-1%	12%	-7%	3%	37%	7%	0	-7%	4%
COc1ccc(/C(O)=C2/C(=O)C(=O)N(CCN(C)C)C2c2cccnc2)cc1C (centres undefined)	-1%	4%	-8%	2%	16%	-7%	-2	-6%	.
COc1ccccc1OCCC(=O)Nc1cccc(S(=O)(=O)N2CCOCC2)c1	-2%	-3%	-11%	3%	5%	-12%	0	1%	3%[59 µM]
CCNC(=O)CC1C(=O)N(c2ccc(F)cc2)C(=O)N1CCc1ccc(OC)cc1 (centres undefined)	9%	9%	-13%	1%	27%	3%	-2	-7%	.
COc1cc2c(cc1OC)CN(C(=O)C1(c3ccccc3)CC1)CC2	-3%	0%	-6%	-2%	31%	13%	-1	-10%	-1%[59 µM]
COc1ccc(C2=NN(C(=O)c3ccncc3)C(c3ccccc3O)C2)cc1 (centres undefined)	-1%	8%	-24%	-28%	-5%	1%	-4	66%[activator]	?

Bioassay records: PubChem, National Center for Advancing Translational Sciences (NCATS)
